# Bioassay records: PubChem, National Center for Advancing Translational Sciences (NCATS)
# PI4K2A inh = blocks human PI4K2A kinase activity; AID 1346378; 0.13% of 420,000 active; purified PI4K2A, ADP-Glo luminescence, 1 h; active compounds read low; activity change, negative = inhibition, % at 76.9 µM; in the data active = activity change below about -50%; inconclusive = mostly about -30% to -49%;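 note: -100% = wells without enzyme as full effect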
#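 Compounds are screened against recombinant PI4K2A using PI as substrate and ATP, the latter dispensed at 300 microM. Reactions run one hour at ambient temperature before ADP-Glo detection; full inhibition defined by wells lacking enzyme.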
# G9a inh = blocks human histone lysine methyltransferase G9a. Q96KQ7. G9a H3K9 monomethylation, AlphaScreen, 2 h. Potency, µM (highest dose often 102 µM), inactives show at the highest dose activity, negative = inhibition, most hits filed as inhibitors. 8.8% of 350,000 active. AID 504332; note: potency is the fitted concentration of half-maximal effect; % is set by controls: 0 for no effect and ±100 for the full control effect; nearly all actives have a fitted effect of over 75% in size
#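 G9a (20 nM) preincubated 15 min RT with compounds, then 500 nM biotinylated H3K9 peptide and 20 uM SAM added; 2 h RT reaction. Monomethyl-H3K9 product detected by AlphaScreen with anti-H3K9me1 antibody, streptavidin donor and anti-rabbit IgG acceptor beads.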
# HP1b chromo inh = inhibitors of HP1-beta chromodomain binding to methylated histone tails; P83916; 0.56% of 390,000 active; AlphaScreen HP1-beta / biotin-H3K9me3 peptide binding; AID 540317; Potency, µM (top dose mostly 114 µM), for the others: at the top dose activity change, negative = inhibition, most hits filed as inhibitors; note: potency is the fitted concentration of half-maximal effect; nearly all actives have a fitted effect of over 70% in size; inactives centre near 23
#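 Compound inhibition of the preformed complex between 50 nM HP1-beta and 50 nM biotinylated H3K9me3 peptide was read by AlphaScreen. Buffer was PBS pH 7.4 with 0.01% Tween-20. Incubations ran 30 min at room temperature, with 10 ug/mL donor/acceptor beads.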
# 12-LOX inh = inhibitors of human 12S-lipoxygenase ALOX12. P18054. purified 12hLO, xylenol orange hydroperoxide absorbance. Potency, µM (top dose mostly 108 µM), for inactives: at the top dose activity change, negative = inhibition, actives largely listed as inhibitors. 1.1% of 580,000 active; note: potency is the fitted concentration of half-maximal effect; % is set by controls: 0 for no effect and ±100 for the full control effect
#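 Purified human 12hLO (150 nM final) in 25 mM Hepes, 0.01% Triton X-100, pH 7.0 was preincubated 15 min at room temperature with compound. Then 40 uM arachidonic acid was added, 30 min. Hydroperoxide was read by Fe-XO absorbance ratio 573/405 nm.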
# GLS inh = glutaminase GLS (human) inhibition | O94925 | GLS enzymatic activity, qHTS titration | Potency, µM (series often up to 45.5 µM), for the others: at the top dose activity change, negative = inhibition, actives largely listed as inhibitors | 0.21% of 410,000 active; note: potency is the fitted concentration of half-maximal effect; % is set by controls: 0 for no effect and ±100 for the full control effect
#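 hKGA; 45 mM KH2PO4 pH 8.2 + 0.02% Tween-20; cpd via pin tool; 1 mM Gln soln; GluOx/HRP/Amplex Red; RT 30 min; fluor. t0 & final.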
# ERG-DNA inh = inhibitors of human ERG Ets domain-DNA interaction | 0.028% of 370,000 active | fluorescence polarization, His-ERG Ets domain / labelled DNA | Potency, µM (titrated, usually from 76.9 µM), for the others: top-dose FP activity, negative = inhibition, usual class: inhibitors | AID 624246; active = well fitted inhibition curve with a large enough effect in the polarisation, with a control signal flat; inconclusive = small, poorly fitted or top-dose-only effect, or effect the other way, or a change in a side signal; inactive = no such curve, though single readings can be large or run the other way; the % refers to the polarisation;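 note: polarization taken with two DNA probes labelled with fluorescein and Texas red; potency is the fitted concentration of half-maximal effect; % of control where 0% means no effect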
#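 His-tagged ERG Ets domain (1 uM in the protein solution; 300mM KCl, 50mM Tris-HCl, 1mM EDTA, 1mM DTT, pH 7.5) received compound, then a probe mix of 5 nM fluorescein-DNA and 100nM Texas-615-DNA. Fluorescence polarization was read for both dyes.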
# JMJD2A Tudor inh = inhibitors of human JMJD2A Tudor domain | AlphaScreen JMJD2A-Tudor / H3K4me3 peptide binding | Potency, µM (top dose mostly 114 µM), without a hit: at the highest dose activity change, negative = inhibition, usual class: inhibitors | 4.4% of 390,000 active | AID 504339; note: potency is the fitted concentration of half-maximal effect; % is set by controls: 0 for no effect and ±100 for the full control effect; nearly all actives have a fitted effect of over 50% in size
# Target sequence (O75164 whole entry, looked up, the tested form may be a part): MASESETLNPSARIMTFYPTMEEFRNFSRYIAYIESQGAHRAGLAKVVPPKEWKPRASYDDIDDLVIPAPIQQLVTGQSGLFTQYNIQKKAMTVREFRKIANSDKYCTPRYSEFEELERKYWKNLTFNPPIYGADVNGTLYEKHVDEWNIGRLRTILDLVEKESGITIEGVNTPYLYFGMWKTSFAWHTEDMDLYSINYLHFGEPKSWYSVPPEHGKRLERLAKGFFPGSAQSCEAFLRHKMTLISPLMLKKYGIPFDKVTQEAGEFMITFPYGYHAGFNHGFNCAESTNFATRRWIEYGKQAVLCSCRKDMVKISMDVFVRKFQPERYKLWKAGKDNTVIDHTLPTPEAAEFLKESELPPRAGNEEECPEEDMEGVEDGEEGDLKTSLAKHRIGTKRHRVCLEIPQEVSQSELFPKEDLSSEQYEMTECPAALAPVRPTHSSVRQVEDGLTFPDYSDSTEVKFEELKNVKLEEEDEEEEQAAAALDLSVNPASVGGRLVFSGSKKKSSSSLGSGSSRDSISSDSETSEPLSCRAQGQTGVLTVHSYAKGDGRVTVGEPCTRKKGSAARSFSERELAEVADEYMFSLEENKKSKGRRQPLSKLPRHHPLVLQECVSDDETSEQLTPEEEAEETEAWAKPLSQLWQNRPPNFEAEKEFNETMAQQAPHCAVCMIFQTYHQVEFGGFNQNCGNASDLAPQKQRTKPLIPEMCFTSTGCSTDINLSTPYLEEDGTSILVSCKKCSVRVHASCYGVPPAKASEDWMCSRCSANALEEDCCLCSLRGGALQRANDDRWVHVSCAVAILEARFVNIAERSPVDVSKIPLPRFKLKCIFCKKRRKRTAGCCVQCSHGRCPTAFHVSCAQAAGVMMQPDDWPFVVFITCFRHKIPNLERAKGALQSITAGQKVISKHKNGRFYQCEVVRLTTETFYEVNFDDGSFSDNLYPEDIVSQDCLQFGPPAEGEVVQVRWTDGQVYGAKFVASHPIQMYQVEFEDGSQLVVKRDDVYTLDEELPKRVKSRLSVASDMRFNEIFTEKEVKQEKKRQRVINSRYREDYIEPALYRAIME
# BAZ2B block = BAZ2B (human) inhibition; Q9UIF8; AlphaScreen BAZ2B-H3K14Ac peptide displacement; Potency, µM (top dose mostly 114 µM), without a hit: top-dose activity change, negative = inhibition, usual class: inhibitors; 4.4% of 360,000 active; AID 504333; note: potency is the fitted concentration of half-maximal effect; % is set by controls: 0 for no effect and ±100 for the full control effect; nearly all actives have a fitted effect of over 60% in size
#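 AlphaScreen displacement: compounds (up to 110uM) incubated 30 min at room temperature with a preformed 50 nM BAZ2B/50 nM biotinylated H3K14Ac peptide complex in PBS pH 7.4 with Tween-20. Donor and acceptor beads at 10 ug/mL final added, 20 min light-protected before reading.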
# RGS4 inhibitor = inhibitors of human regulator of G protein signaling 4 | P49798 | Transcreener GDP fluorescence polarization, RGS4-accelerated GTP hydrolysis | Potency, µM (doses to about 114 µM), for inactives: at the top dose activity change, negative = inhibition, most hits filed as inhibitors | 0.039% of 390,000 active; note: potency is the fitted concentration of half-maximal effect; % is set by controls: 0 for no effect and ±100 for the full control effect; nearly all actives have a fitted effect of over 75% in size; some results filed as inactive show a strong effect at the top dose
#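 MLSMR compounds (23 nl, pin-transferred) preincubated 10 min at room temperature with a 500nM (2x) first reagent, then RGS4 at 900nM (2x) plus Transcreener GDP mix added; fluorescence polarization (620/688 nm) read before and after 90 min at 30 °C.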
# Numbers without * were called inactive; i = inactive; ? = inconclusive; / = not tested or not shown; & = joins results of further samples; [ ] = remark or other dose. Unless noted, calls come from the whole dose curve; as a rule, active = well fitted curve in the direction sought with a large enough effect; inconclusive = small, poorly fitted or top-dose-only effect, or another doubt; inactive = no such curve, though single readings can be large; an effect the other way counts as inactive or inconclusive.
SMILES,PI4K2A inh,G9a inh,HP1b chromo inh,12-LOX inh,GLS inh,ERG-DNA inh,JMJD2A Tudor inh,BAZ2B block,RGS4 inhibitor
CCCSCCCNC(=O)CN1C(=O)COc2ccc(S(=O)(=O)N3CCCCCC3)cc21,0,-25%[59 µM],11%,-16%,2%,6%,-17%,-14%,-12%
O=C(CSc1nnc(-c2ccncc2)o1)c1ccc2c(c1)OCCO2,0,-18%,41%[activator],-6%,-1%,-30%,-4%,-18%,2%
CC(=O)Nc1ccccc1-c1nc2ccccc2n(CC(=O)Nc2ccc(C)c(Cl)c2)c1=O,-1,-9%[59 µM],33%,0%,10%,17%,1%,0%,-15%
Cn1c(SCC(=O)c2ccccc2)ncc(C(=O)Nc2ccc(F)cc2)c1=O,2,?,-2%,13%,7%,-10%,1%,-5%,-17%
CCOc1ccc(S(=O)(=O)N2CCOCC2)cc1NC(=O)C1=COCCO1,1,-4%,14%,-1%,5%,-7%,-1%,34%,1%
COCCN1C(=O)N(c2cccc(OC)c2)C(=O)C1CC(=O)Nc1ccc(Cl)cc1 (stereo unspecified),-5,-11%,16%,-25%,3%,8%,-18%,5%,4%
COc1ccc(CN(C)CC(=O)NC(=O)NCc2ccccc2)c(OC)c1,4,-3%,26%,1%,0%,8%,-17%,-2%,4%
Cc1ccc2c(n1)CC(C)(C)C/C2=N\O,-1,11%[59 µM],19%,-30%,14%,-8%,6%,6%,-4%
O=C(O)C1CC=CCC1C(=O)Nc1cccc(C(=O)N2CCCCC2)c1 (stereo unspecified),-4,57%[activator][59 µM],25%,-10%,3%,/,-11%,8%,21%
CC(C)C(=O)Nc1ncc2c(n1)CC(c1cccs1)CC2=O (stereo unspecified),7,21%[59 µM],17%,-2%,0%,10%,1%,10%,1%
CCc1ccc(NS(=O)(=O)c2cc(Br)cc3c2N(C(C)=O)CC3)cc1,-1,-4%[59 µM],39%[activator],-17%,6%,-4%,-5%,5%,-8%
CC1CCN(S(=O)(=O)c2ccc3c(c2)N(CC(=O)NCCCN(Cc2ccccc2)C(C)C)C(=O)CO3)CC1,3,43%,15%,-12%,-1%,3%,-13%,-6%[57.1 µM],12%
O=C(NCc1cnn(-c2ccccc2)c1)C1CCC(=O)N(C2CC2)C1 (stereo unspecified),8,22%,26%,?,0%,-7%,-8%,-3%,-8%
COc1cccc(-c2nn(-c3ccccc3)cc2C(=O)OCC(=O)Nc2ncc(Cl)cc2Cl)c1,-1,?,15%,-15%,-9%,-1%,-27%,5%,-11%
CC(=O)Nc1ccc(NC(=O)c2cc(-c3cccs3)on2)cc1,-9,-9%[59 µM],52%[activator],-17%,-12%,0%,-34%,-23%,7%
COc1ccc(C(=O)Cn2c(N3CCCCC3)nc3c2c(=O)n(C)c(=O)n3C)cc1OC,-1,/,55%[activator],0%,3%,-6%,-12%[11.4 µM],/,32%[11.4 µM]
COc1ccc(NC(=O)C2=C(C)Nc3ncnn3C2c2ccccc2C(F)(F)F)c(OC)c1 (stereo unspecified),6,-38%,20%,-8%,27%,-4%,-18%,4%,-23%
Nc1nc(=O)n(C2CCCCO2)cc1Br (stereo unspecified),-2,/,25%,-13%,11%,/,-10%,/,-12%
O=C(NN=Cc1ccccc1)NN=Cc1ccccc1,0,/,6%,1%,-1%,24%,-8%,/,-5%
Cc1c(Cl)c(=O)oc2cc(OC(C)C)ccc12,2,17%[59 µM],30%,-11%,4%,-11%,6%,6%,0%
Cc1sc2nc3c4ccccc4c(NCc4ccco4)nn3c(=O)c2c1C,-6,-29%[59 µM],30%,33%[activator],-1%,2%,8%,19%,?
CCCCN(C(=O)CCCc1nc2ccccc2c(=O)[nH]1)c1c(N)n(CCCC)c(=O)[nH]c1=O,-4,?,13%,-10%,0%,-6%,-12%,-6%,-3%
CCOc1ccc(C(=O)Nc2sc3c(c2C(=O)OC)CC(C)(C)NC3(C)C)cc1,-3,7%,20%,7%[57.4 µM],0%,8%,-17%,3%,-7%
CCN(CC)S(=O)(=O)c1ccc2[nH]cc(C(=O)NCCCN3CCCCC3C)c(=O)c2c1 (stereo unspecified),-1,-32%,43%[activator],7%,2%,/,-20%,9%,-20%
CCC(=O)c1ccc(OCC(O)Cn2cnc3ccccc32)cc1 (stereo unspecified),-4,3%[2.33 µM],16%,0%,-3%,9%,7%,-1%,-50%
Cc1oc(C(C)(C)C)c(CN2CCOCC2)c1C(=O)O,-6,?,7%,-3%,11%,-2%,-21%,-22%,8%
O=C1NC(c2cccc([N+](=O)[O-])c2)Oc2ccccc21 (stereo unspecified),-2,-41%,34%,-9%,-3%,-14%,-20%,/,-25%
Cc1cc(C(=O)COC(=O)CCc2nc3ccccc3s2)c(C)n1C,6,?,-12%,-1%,-2%,4%,?,50µM*,-10%
CCn1c(=O)c(C(=O)NCCc2ccc(OC)c(OC)c2)c(O)c2ccccc21,-6,-3%,55%[activator],8%,0%,3%,-14%,-17%,2%
COCCn1c(=N)c(C(=O)NCC2CCCO2)cc2c(=O)n3ccccc3nc21 (stereo unspecified),-6,-3%[59 µM],14%,?,-1%,3%,-4%,1%,1%
O=C(c1ccc(Oc2ccc(C(F)(F)F)cn2)cc1)N1CCN(c2ccccc2)CC1,-5,-4%,-6%,11%,13%,-2%,?,-28%,10%
CCC(C)(C)NC(=O)C(c1ccccn1)N(C(=O)c1csnn1)c1ccc(C)c(C)c1 (stereo unspecified),5,-3%,32%,178%[activator],3%,4%,-8%,-12%,21%
COc1ccc(NC(=O)c2ccco2)cc1NC(=O)c1ccco1,6,9%,45%[activator],0%,2%,9%,-14%,2%,-9%
O=C1CSc2nc3ccccc3n21,4,?,7%,13%,-1%,-2%,-7%,-11%,33%
c1ccc(N2CCN(c3ncnc4[nH]ncc34)CC2)cc1,-8,-14%[59 µM],-18%,13%,1%,-2%,-19%,-7%,11%
Nc1nc(-c2ccccc2)c(CCCNc2ccccc2)c(=O)[nH]1,8,/,?,?,6%,6%,?,/,-22%

# Continued (three carried over from the part before).
SMILES,PI4K2A inh,G9a inh,HP1b chromo inh,12-LOX inh,GLS inh,ERG-DNA inh,JMJD2A Tudor inh,BAZ2B block,RGS4 inhibitor
O=C1CSc2nc3ccccc3n21,4,?,7%,13%,-1%,-2%,-7%,-11%,33%
c1ccc(N2CCN(c3ncnc4[nH]ncc34)CC2)cc1,-8,-14%[59 µM],-18%,13%,1%,-2%,-19%,-7%,11%
Nc1nc(-c2ccccc2)c(CCCNc2ccccc2)c(=O)[nH]1,8,/,?,?,6%,6%,?,/,-22%
Cc1ccc(C(=O)CN2C(=O)NC3(CCc4ccccc43)C2=O)s1 (stereo unspecified),0,-96%[59 µM],16%,-13%,2%,-1%,-13%,7%,?
COc1cc(NC(=O)c2ccccc2NS(=O)(=O)c2ccc(Cl)s2)cc(OC)c1,-2,11%[59 µM],5%,-18%,5%,-4%,-24%,-36%,-1%
COc1cc(CC2C(=O)Nc3ccccc32)cc(C)c1O (stereo unspecified),-5,35µM*,16%,-8%,-2%,5%,-10%,-12%,13%
COc1cccc(-c2cc(C(=O)N3CCN(c4ccccc4OC)CC3)no2)c1,2&-2,-47%[59 µM],34%&7%,-27%&-16%,-6%&11%,14%&-2%,-21%&-19%,-19%&-15%,-20%&-12%
O=C(NCc1ccncc1)C(=O)C1C(=O)Nc2ccccc21 (stereo unspecified),0,-48%,-4%,0%,21%,-2%,?,?,9%
COc1ccc(/C(N)=N/OC(=O)c2ccc3c(c2)OCO3)cc1OC,0,0%[59 µM],21%,12%,0%,/,0%,8%,-2%
Cc1cccc(C(=O)O/N=C(\N)CS(=O)(=O)c2ccccc2)c1,-3,27%,46%[activator],395%[activator],-4%,-6%,-2%,-17%,-8%
CCCCCCNc1nc(-c2ccc(OC)cc2)c(CCC(=O)O)s1,-1,45µM*,-2%,-23%,-5%,-6%,-16%,?,-36%
C/C(CCc1ccc2c(c1)OCO2)=N\N=C1\NC(=O)CC(C(=O)Nc2ccc(Cl)cc2)S1 (stereo unspecified),-5,13%,15%,3%,-1%,-7%,-28%,-28%,0%
Nc1ccccc1SCCS(=O)(=O)c1ccc(Cl)cc1,-1,11%,34%,-8%,2%,-2%,-3%,-17%,6%
CC1(CCc2ccc3c(c2)OCO3)NCCc2c1[nH]c1ccccc21 (stereo unspecified),-2,50µM*,14%,?,0%,-14%,?,-38%,-28%
O=C(CN1CCOCC1)N1c2ccccc2Sc2ccccc21,-1,36%[activator],47%[activator],5%,-2%,-17%,11%,0%,6%
COc1ccccc1NC(=S)N(CCN1CCCCCC1)Cc1cccs1,3,5%[59 µM],13%,i,-3%,-3%,-22%,0%,7%
COc1cc(S(=O)(=O)N(Cc2ccc(C)cc2)C2CCCCC2)ccc1-n1cnnn1,0,-28%,35%,-14%,-1%,5%,-19%,1%,-10%

# A portion of the library; the hit share may differ from the screen's.
